KLF5 inhibitor = inhibitors of KLF5 expression | DLD-1 KLF5 promoter-luciferase reporter, luminescence | inhibition, % at 5 µM | hit rate 0.23% among 290,000 | AID 1700;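 active means inhibition above a per-plate limit of that plate's mean compound inhibition plus 3 SD, cut at about 60% in these data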;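 further: 0% = DMSO wells and 100% = LY294002 at 200 µM; higher means less KLF5 promoter-driven luciferase light; inactives centre near -14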
TRPC4 inh = blocks the mouse TRPC4 cation channel. B-score at 10 µM. Q9QUQ5. HEK293 TRPC4beta/mu-opioid, DAMGO-evoked Fluo4 calcium flux; stronger effect = lower value. hit rate 0.39% among 300,000;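 active means B-score over 3 SD under the library average, no early fluorescence shift, positive overall ratio signal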
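Assay system: TRPC4beta/mu-opioid receptor HEK293 cell line; compound dosing: single concentration per test compound; detection: Fluo4 Ca2+ flux fluorescence; evaluation: per-well B score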
aSyn UTR inh = 5' untranslated region of α-synuclein, MLPCN primary screen. alpha-synuclein 5'UTR reporter, inhibitor activity. inhibition, % (tested at 7.5 µM). hit rate 0.82% among 300,000. AID 1813; in the data active means inhibition above about 60%; inconclusive means no clear call, values can overlap the other calls;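 further: H4 neuroglioblastoma cells stably carrying SNCA 5'UTR luciferase fusion; 0% = DMSO wells and 100% = positive control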
SKKanGAS inh = blocks kanamycin growth of S. pyogenes SKKanGAS strain; AID 1662; inhibition, % at 7.5 µM; hit rate 1.3% among 300,000; BacTiter-Glo, 6 h;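 active means mean replicate score, as percent of positive control median, at least 50; inconclusive means mean below 50 but one replicate at or above 50; inactive means mean and every replicate below 50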;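 further: strain carries kanamycin resistance gene driven by streptokinase promoter and grows in 40 µg/ml kanamycin; loss of luminescence reflects streptokinase promoter inhibition or plain growth inhibition; 0% = median of DMSO wells and 100% = positive control at its reference dose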
TRPC4 potent = TRPC4 (mouse) allosteric potentiation | hit rate 0.42% among 310,000 | HEK293 TRPC4beta/mu-opioid, DAMGO EC20, Fluo-4 Ca2+ flux; stronger effect = higher value | B-score at 10 µM | Q9QUQ5;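 active means B-score of calcium response area above 5 SD of library B-scores, with initial fluorescence ratio within 5 SD of library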;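 further: B-score of integrated fluorescence ratio over time as area under calcium response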
HIF activator = HIF pathway transcriptional activation; U2OS HRE-luciferase reporter, luminescence; normalized: DMSO 0%, desferrioxamine 100%; AID 1910; hit rate 0.32% among 300,000; activation, % at 7.5 µM (by protocol);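 active means mean activation of at least 10% of the iron chelator positive control signal, with at least half of replicates also reaching 10%; inconclusive means mean and replicate majority disagree about reaching 10%; inactive means mean and most replicates under 10%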
TRPC4 act = opens the mouse TRPC4 cation channel; B-score at 10 µM; hit rate 0.49% among 310,000; HEK293 TRPC4beta/mu-opioid, Fluo4 calcium fluorescence; stronger effect = higher value; AID 2237; Q9QUQ5;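 active means B-score above 5 SD of library B-scores, and initial fluorescence ratio not above library mean plus 5 SD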;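 further: positive B-score marks a calcium rise read as TRPC4 activation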
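Assay system: HEK293 stable line with TRPC4beta plus mu-opioid receptor. Times: dye 45 min RT, read 110 s. Measured by: kinetic Fluo4 calcium fluorescence. Measure: B score of integrated ratio. Controls: assay buffer as low control, maximal DAMGO as high control.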
TRPC6 activator = activates the mouse TRPC6 cation channel; AID 2550; B-score at 10 µM; hit rate 0.13% among 310,000; HEK293-TRPC6 membrane potential dye fluorescence; stronger effect = higher value;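 active means B-score of the integrated fluorescence ratio above library mean plus 3 SD, and starting fluorescence ratio within library mean plus 5 SD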;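 further: higher score means more depolarization so channel activation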
Target sequence (Q61143 whole entry, looked up): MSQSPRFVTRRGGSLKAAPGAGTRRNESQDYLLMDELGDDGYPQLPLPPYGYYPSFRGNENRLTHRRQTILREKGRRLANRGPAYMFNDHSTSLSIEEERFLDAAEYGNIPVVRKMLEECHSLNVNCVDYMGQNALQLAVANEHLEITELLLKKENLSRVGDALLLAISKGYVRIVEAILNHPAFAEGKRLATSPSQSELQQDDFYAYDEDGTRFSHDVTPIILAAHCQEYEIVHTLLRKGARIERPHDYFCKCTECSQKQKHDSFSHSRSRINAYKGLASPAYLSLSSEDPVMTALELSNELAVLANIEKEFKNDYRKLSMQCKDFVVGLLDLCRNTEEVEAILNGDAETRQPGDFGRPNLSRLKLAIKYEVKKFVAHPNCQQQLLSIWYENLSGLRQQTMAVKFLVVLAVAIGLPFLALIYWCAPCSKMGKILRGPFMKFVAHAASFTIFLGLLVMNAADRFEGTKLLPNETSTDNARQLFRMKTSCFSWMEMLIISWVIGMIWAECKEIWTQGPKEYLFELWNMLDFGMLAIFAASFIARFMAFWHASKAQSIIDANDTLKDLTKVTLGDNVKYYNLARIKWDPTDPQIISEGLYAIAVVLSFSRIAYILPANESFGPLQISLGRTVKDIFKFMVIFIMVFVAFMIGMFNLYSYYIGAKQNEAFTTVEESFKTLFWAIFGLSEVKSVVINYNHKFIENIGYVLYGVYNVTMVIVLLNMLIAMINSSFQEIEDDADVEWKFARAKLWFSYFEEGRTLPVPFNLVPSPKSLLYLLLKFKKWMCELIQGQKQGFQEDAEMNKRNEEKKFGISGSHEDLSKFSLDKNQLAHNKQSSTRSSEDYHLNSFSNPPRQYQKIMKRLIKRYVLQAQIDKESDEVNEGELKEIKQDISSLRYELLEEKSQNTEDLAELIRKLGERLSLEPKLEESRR
MrgX1 antag = blocks BAM8-22 activation of human MrgX1 receptor; AID 588676; Q96LB2; B-score at 10 µM; MRGX1-HEK293 calcium flux, Fluo-4, BAM8-22 antagonism; stronger effect = lower value; hit rate 1.3% among 310,000;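 active means calcium-response B-score plate-corrected more than 3 library SD below zero, starting fluorescence within 5 deviations, no agonist response on first addition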;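 further: peak minus trough fluorescence over baseline after final BAM8-22 challenge near maximal dose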
IEC-6 tox = counter-screen for KLF5 inhibitors: cytotoxicity in IEC-6 cells; IEC-6 cytotoxicity, luminescence viability; inhibition, % at 5 µM; hit rate 0.78% among 290,000; AID 1825; in the data active means inhibition above about 22%;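 further: 0% = plate median of test compound wells and 100% = cytotoxic reference compound wells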
TRPC6 inhibitor = blocks the mouse TRPC6 cation channel; Q61143; hit rate 1.1% among 310,000; B-score at 10 µM; HEK293-TRPC6, membrane potential dye, ACh-evoked depolarization; stronger effect = lower value;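 active means B-score under library mean minus 3 SD, initial fluorescence not abnormally high, positive integrated signal ratio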;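 further: B-score derived from integrated fluorescence ratio over the kinetic read; more negative B-score means stronger inhibition of depolarization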
Active calls of the source: *; i = inactive; ? = inconclusive; . = no result given; & = joins results of further samples. Outcome played no part in choosing rows; overall some 5.8% were active at least once.

Structure	IEC-6 tox	TRPC4 act	MrgX1 antag	HIF activator	KLF5 inhibitor	SKKanGAS inh	aSyn UTR inh	TRPC4 inh	TRPC6 inhibitor	TRPC6 activator	TRPC4 potent
COc1ccc(C)cc1Nc1nc(-c2c[nH]c3ccccc23)cs1	10	i	i	-0.1	0	19	11	i	i	i	i
CCc1ccc(NC(=O)CSCCO)cc1	-5	i	i	0.0	14	-4	-42	i	i	i	i
COc1ccc(C(=O)/C=C(\C)Nc2ccc(NC(C)=O)cc2)cc1	0	i	i	0.1	9	11	-11	i	i	i	i
CCN1CCN(P2(=O)C=C(c3ccccc3)OC(c3ccccc3)=C2)CC1	1	i	i	0.2	-26	-1	-12	i	i	i	i
CC1=CC(C)(C)NC(=S)N1c1ccccc1	-1	i	i	-0.2	-15	-12	-23	i	i	i	i
CCCCN(C)C1CCN(C(=S)Nc2cccc(SC)c2)CC1	2	i	i	0.3	-21	-7	-7	i	i	i	i
CCC1=C2CC[C@H]3C(=O)N(C)C(=O)[C@H]3[C@H]2[C@@]2(Cc3ccccc3)C(=NCCOC)OC(=O)N2C1=O	.	i	i	0.2	.	-1	-2	i	i	i	i
CN(C)c1ccnc(Oc2ccc(F)cc2)c1C#N	5	i	i	0.3	-12	-2	19	i	i	i	i
Cc1cc(C(F)(F)F)n(-c2nc(C(=O)Nc3cccnc3)cs2)n1	2	i	i	-0.3	-7	0	21	i	i	i	i
CCOC(=O)c1sc(NC(=O)CCCCl)nc1C	4	i	i	0.9	-16	5	19	i	i	i	i
O=C(Nc1cccnc1)c1ccc(NS(=O)(=O)c2cccc([N+](=O)[O-])c2)cc1	-6	i	i	-5.1	-12	-10	-14	i	i	i	i
N#C/C(=C/c1cccn1-c1cccc(C(=O)O)c1)c1ccc(F)cc1	-3	i	.	-0.2	-31	6	24	i	i	i	i

More records
Structure	IEC-6 tox	TRPC4 act	MrgX1 antag	HIF activator	KLF5 inhibitor	SKKanGAS inh	aSyn UTR inh	TRPC4 inh	TRPC6 inhibitor	TRPC6 activator	TRPC4 potent
CO/N=C(/CS(=O)Cc1ccc(Cl)cc1)c1ccc(Cl)cc1 (stereo unspecified)	-4	i	i	0.2	42	-9	27	i	i	i	i
CN(C)c1ccnc(N(Cc2ccccc2)Cc2ccccc2)c1C#N	5	i	i	1.1	-25	26	-47	i	i	i	i
CC(=O)/C(=C\Nc1ccc(OCc2ccccc2)cc1)c1ccccc1	-7	i	i	0.5	-43	7	-34	i	i	i	i
COC(=O)/C(C#N)=C/N(C)C	-3	i	i	0.4	-19	4	-15	i	i	i	i
O=C(NCCCN1CCC(Cc2ccccc2)CC1)C1CCC(=O)N1C1CCCC1 (stereo unspecified)	-4	i	i	-0.2	-18	5	-12	i	i	i	i
Cn1nnnc1NCc1ccc(Cl)cc1	0	i	i	-0.7	-6	-15	7	i	i	i	i
COc1ccccc1OCCSc1nc2ccccc2c(=O)[nH]1	3	i	i	0.1	-36	-7	-4	i	i	i	i
O=C(CN1C(=O)C2CC=C(Cl)CC2C1=O)Nc1ccc(C(=O)O)cc1 (stereo unspecified)	-6	i	i	0.0	7	2	4	i	i	i	i
CCc1ccccc1NC(=O)CCN1C(=O)C2C3CCC(C3)C2C1=O (stereo unspecified)	-1	i	i	0.0	0	-16	18	i	i	i	i
CSc1ccc(Cl)c(C(=O)OCC(=O)N2CCOCC2)c1	1	i	i	-0.5	15	4	2	i	i	i	i
CCOc1ccccc1-n1nnnc1SCC(=O)OC	-7	i	i	0.4	-31	-18	-3	i	i	i	i
CN(C(=O)C1CCC(=O)N(CCc2ccc(Cl)cc2)C1)C1CCOCC1 (stereo unspecified)	3	i	i	-0.5	-13	-3	-4	i	i	i	i

Next structures:
Structure	IEC-6 tox	TRPC4 act	MrgX1 antag	HIF activator	KLF5 inhibitor	SKKanGAS inh	aSyn UTR inh	TRPC4 inh	TRPC6 inhibitor	TRPC6 activator	TRPC4 potent
O=C(c1ccoc1)N1CCC2(CC1)Oc1ccc(F)cc1C(=O)C21CC(c2cccnc2)=NO1 (stereo unspecified)	.	i	i	-3.1	.	2	5	i	i	i	i
CCOC(=O)CSc1nnc(NC(=O)c2cccc([N+](=O)[O-])c2)s1	-1	i	i	0.1	-32	8	-26	i	i	i	i
CCc1cc2c(=O)c(-c3cnn(-c4ccccc4)c3)c(C(F)(F)F)oc2c(CN(C)C)c1O	-5	i	i	-1.0	8	14	-19	i	i	i	i
C=CCSc1nnc(-c2nnc(SCC=C)n2CC)n1CC	3	i	i	1.3	5	4	14	i	i	i	i
C/C(=N\O)c1oc2ccc3c(C)cc(=O)oc3c2c1C	3	i	i	0.0	1	1	-34	i	i	i	i
COc1cc(OC)cc(C(=O)Nc2ccc3c(c2)COC3=O)c1	5	i	i	0.1	-68	-14	10	i	i	i	i
COc1cc(S(=O)(=O)NCCN2CCOCC2)ccc1-n1cnnn1	-5	i	i	-51	-26	-12	-27	i	i	i	i
Cc1ccc2nc(NC(=O)c3ccccn3)sc2c1	20	i	i	-6.6	65*	85*	111*	i	i	i	i
CNS(=O)(=O)c1cccc(C(=O)NCC(c2cccs2)N2CCOCC2)c1 (stereo unspecified)	.	i	i	0.3	.	0	7	i	i	i	i
CC(Sc1ccc2c(c1)OCCO2)C(=O)Nc1ncc(Cl)cc1Cl (stereo unspecified)	-2	i	i	-0.2	10	-10	-1	i	i	i	i
O=C(CNC(=O)c1cccc(Br)c1)N/N=C/c1cc(Br)cc(Br)c1O	0	i	i	0.5	2	?	18	i	i	i	i
COC(=O)c1sc(NC(=O)COc2cccc(C)c2)nc1C	-1	i	i	-43	-37	-14	-19	i	i	i	i

More compounds follow:
Structure	IEC-6 tox	TRPC4 act	MrgX1 antag	HIF activator	KLF5 inhibitor	SKKanGAS inh	aSyn UTR inh	TRPC4 inh	TRPC6 inhibitor	TRPC6 activator	TRPC4 potent
COc1cccc(-n2ccnc2SCC(=O)Nc2cc(C)on2)c1	4	i	i	-1.1	2	-1	-9	i	i	i	i
CC(/C=C/C(=O)c1ccc(C)cc1)=C\c1ccccc1	6	i	i	1.5	5	30	-61	i	i	i	i
CCOCCn1c(SCc2ccc(C)cc2)nc2c1c(=O)[nH]c(=O)n2C	1	i	i	0.2	-12	-3	19	i	i	i	i
CCOC(=O)CN=C/C(C(C)=O)=C(/C)O	1	i	i	-0.9	-11	7	6	i	i	i	i
CCOC(=O)Cc1csc(NC(=O)c2c(-c3c(F)cccc3Cl)noc2C)n1	-3	i	i	-0.5	-33	3	17	i	i	i	i
CC(=O)Oc1ccc(C(=O)c2ccccc2)c(OC(C)=O)c1	-16	i	i	0.0	-13	3	-7	i	i	i	i
O=C(N/N=C/C=C\c1ccccc1[N+](=O)[O-])c1ccccn1	-4	i	i	0.8	-38	-7	-58	i	i	i	i
COc1ccc(/C=C/C(O)=C2/C(=O)NC3(C)CC2c2ccccc2O3)c(OC)c1OC (stereo unspecified)	-8	i	i	0.4	14	1	-21	i	i	i	i
O=C(CC(NCc1ccccn1)C(=O)O)Nc1ccccc1Cl (stereo unspecified)	-7	i	i	0.0	2	7	7	i	i	i	i
Cc1[nH][nH]c(=O)c1C(c1ccc(F)cc1)c1c(C)[nH][nH]c1=O	-9	i	i	-0.4	-17	-2	-6	i	i	i	i
CCC(C)NC(=O)C1CCCN(c2nc(C)cc(OC)n2)C1 (stereo unspecified)	-4	i	i	0.9	3	6	5	i	i	i	i
COc1ccccc1NC(=O)c1cc2c(CO)cnc(C)c2oc1=Nc1ccccc1	-5	i	i	-11	-15	-2	-39	i	i	i	i

(continued)
Structure	IEC-6 tox	TRPC4 act	MrgX1 antag	HIF activator	KLF5 inhibitor	SKKanGAS inh	aSyn UTR inh	TRPC4 inh	TRPC6 inhibitor	TRPC6 activator	TRPC4 potent
CCN(CC(=O)Nc1ccccc1-c1ccccc1)Cc1nc2ccccc2c(=O)[nH]1	12	i	i	1.9	7	-17	-14	i	i	i	i
CCOC(=O)C1=C(C)NC(C)=C(C(=O)OCC)C1	2&2	i	i	-0.2&-2.1	-14&-16	-1	10	i	i	i	i
CN(CC1CCOCC1)C(=O)CC1C(=O)NCCN1Cc1ccc(-c2ccccc2)cc1 (stereo unspecified)	1	i	i	-0.3	-6	-4	7	i	i	i	i
COc1ccc2[nH]c(=O)c(CNc3ccc(C)cc3C)cc2c1	4	i	i	-0.1	-14	-6	19	i	i	i	i
CN1CCN(C(CNC(=O)C(=O)NC2CCCCC2)c2ccc(F)cc2)CC1 (stereo unspecified)	.	i	i	-0.2	.	25	-5	i	i	i	i
CCC(=O)c1ccc(OCC(O)CN2CCN(C(c3ccccc3)c3ccccc3)CC2)cc1 (stereo unspecified)	-6	i	i	-0.1	1	1	-6	i	i	i	i
Cc1ccc2[nH]c3c(=O)n(Cc4ccco4)cnc3c2c1	-2	i	i	0.4	-4	18	-20	i	i	i	i
O=C(Cc1ccc2c(c1)OCCO2)N1CCN(S(=O)(=O)c2cccs2)CC1	-3	i	i	-0.3	-14	11	-5	i	i	i	i
CC(C)CN(Cc1c(O)ccc2c3c(c(=O)oc12)CCC3)CC(C)C	6	i	i	-0.2	15	-5	-4	i	i	i	i
Cc1nc2cc(C(=O)OCC(=O)Nc3ccc(C#N)cc3)ccc2n1-c1ccccc1	4	i	i	1.3	-11	13	-1	i	i	i	i
CCOc1ccccc1N1CC(C(=O)Nc2cc(Cl)ccc2C)CC1=O (stereo unspecified)	-2	i	i	0.8	-2	-3	14	i	i	i	i
COc1ccc(/C=N/NC(=O)c2ccc(Br)o2)cc1Cn1cc([N+](=O)[O-])cn1	-2	i	i	0.8	7	2	-20	i	i	i	i
Cc1c(Cl)cccc1NC(=S)NCCc1ccc(Cl)cc1	1	i	i	0.4	-1	30	-25	i	i	i	i
CCCc1c(C(=O)O)cnn1-c1ccc(Cl)cc1	0	i	i	-0.1	-12	-2	9	i	i	i	i
NC(=O)c1ccc(NC(=O)COc2cccc3ccccc23)cc1	0	i	i	0.0	0	0	3	i	i	i	i

Filtered by structure: those above with a thiophene ring, fused or not
Structure	IEC-6 tox	TRPC4 act	MrgX1 antag	HIF activator	KLF5 inhibitor	SKKanGAS inh	aSyn UTR inh	TRPC4 inh	TRPC6 inhibitor	TRPC6 activator	TRPC4 potent
CNS(=O)(=O)c1cccc(C(=O)NCC(c2cccs2)N2CCOCC2)c1 (stereo unspecified)	.	i	i	0.3	.	0	7	i	i	i	i
O=C(Cc1ccc2c(c1)OCCO2)N1CCN(S(=O)(=O)c2cccs2)CC1	-3	i	i	-0.3	-14	11	-5	i	i	i	i

High-throughput results from PubChem BioAssay.
